Screening data: PubChem BioAssay, The Scripps Research Institute Molecular Screening Center
TDP2 inh = human TDP2 enzyme inhibitors, primary screen, biochemical, epi absorbance, recombinant enzyme. inhibition, % at 12.8 µM. T5PNP hydrolysis, p-nitrophenol absorbance 415 nm. hit rate 0.34% among 370,000. AID 720702, 2013;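 active = inhibition above the mean of all tested compounds plus 3 SD, set per campaign, cut at about 25% in these data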;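 also: 0% = DMSO with enzyme and 100% = buffer with substrate but no TDP2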
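System – recombinant human TDP2 · Quantity – TDP2 enzyme at 120 nM final · Doses – single concentration, 12.8 µM nominal, with 1% DMSO · Incubation – 2 h at 37 °C · Measured by – epi absorbance of p-nitrophenol freed from T5PNP by hydrolysis · Read-out – % inhibition relative to enzyme-containing and enzyme-free wells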
KLK7 zymogen act = proKLK7 zymogen activators, primary screen, biochemical, fluorescence intensity; Kallikrein-7 (Homo sapiens), P49862; purified proKLK7, EDANS-DABCYL substrate fluorescence; 100% is mature enzyme control, 0% vehicle; activation, % at 7 µM; hit rate 0.9% among 370,000;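 active = activation above the mean of all tested compounds plus 3 SD, computed per campaign excluding outliers beyond control limits, cut at about 13% in these data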
DDE Tn6 FP inh = inhibitors of Tn6 peptide binding to fibrin DD(E), primary screen, biochemical, fluorescence polarization, human fibrin, Tn6 probe; Fibrinogen beta chain (Homo sapiens), P02675; Fibrin DD(E) TRITC-Tn6 fluorescence polarization displacement; inhibition, % at 8.3 µM; hit rate 0.21% among 370,000; AID 720509, 2013;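 active = inhibition above a per-campaign cutoff: mean of compounds within control limits plus 3 SD, cut at about 15% in these data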;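 also: 0% = median of all compound wells on the plate and 100% = blocking peptide control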
Target sequence (P02675 whole entry, looked up): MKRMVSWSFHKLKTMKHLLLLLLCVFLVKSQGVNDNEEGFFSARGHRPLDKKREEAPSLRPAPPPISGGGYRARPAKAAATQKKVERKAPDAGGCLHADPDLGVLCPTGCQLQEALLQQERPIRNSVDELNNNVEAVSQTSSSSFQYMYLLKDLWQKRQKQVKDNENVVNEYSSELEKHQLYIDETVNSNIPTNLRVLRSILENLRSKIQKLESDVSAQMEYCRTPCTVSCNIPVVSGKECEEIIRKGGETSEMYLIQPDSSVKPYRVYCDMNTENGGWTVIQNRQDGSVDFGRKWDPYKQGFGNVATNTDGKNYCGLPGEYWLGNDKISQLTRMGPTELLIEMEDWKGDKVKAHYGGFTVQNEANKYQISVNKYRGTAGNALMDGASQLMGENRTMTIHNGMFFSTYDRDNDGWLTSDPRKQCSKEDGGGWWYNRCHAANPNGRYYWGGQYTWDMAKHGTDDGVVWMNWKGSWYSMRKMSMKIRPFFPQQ
MBD2 inh = inhibitors of MBD2 binding to methylated DNA, primary screen, biochemical, TR-FRET, DNA-binding domain, human; Methyl-CpG-binding domain protein 2 (Homo sapiens), Q9UBB5; MBD2 binding to methylated oligonucleotide; inhibition, % at 4.4 µM; hit rate 0.31% among 370,000; AID 686964, 2013; in the data active = inhibition above about 13%
LEDGF integ inh = blockers of LEDGF/p75-dependent integrase strand transfer – biochemical, TR-FRET, high throughput, primary screen | HIV-1 integrase (with human LEDGF/p75) | inhibition, % at 3.7 µM | hit rate 0.64% among 370,000 | TR-FRET IN-LEDGF/p75 DNA integration, Eu/Cy5;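 active = inhibition above the screen-wide mean plus 3 SD, cut at about 13% in these data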;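 also: signal is the Cy5 over europium emission ratio at 671 and 618 nm; 0% = plate median of compound wells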
UHRF1 MBD2 ctr = UHRF1 methylated DNA binding inhibitors, primary screen, counter-screen for MBD2 inhibitor project, biochemical, TR-FRET, human UHRF1, single concentration; E3 ubiquitin-protein ligase UHRF1 (Homo sapiens), Q96T88; UHRF1 binding to methylated oligo; inhibition, % at 4.4 µM; hit rate 0.75% among 370,000; AID 687016, 2013; in the data active = inhibition above about 21%;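 also: UHRF1 SRA domain binding a hemimethylated CpG hairpin DNA probe; 0% = median of test compound wells and 100% = reference inhibitor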
PRMT1 inh = PRMT1 methyltransferase inhibitors, primary screen, biochemical, fluorescence polarization; Protein arginine N-methyltransferase 1 (Homo sapiens), Q99873; recombinant PRMT1, activity-based probe fluorescence polarization; inhibition, % at 2.79 µM; hit rate 1.3% among 370,000; AID 652257, 2013;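 active = inhibition above about 21% made by adding two undisclosed values, limit read from the data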
Target sequence (Q99873 whole entry, looked up): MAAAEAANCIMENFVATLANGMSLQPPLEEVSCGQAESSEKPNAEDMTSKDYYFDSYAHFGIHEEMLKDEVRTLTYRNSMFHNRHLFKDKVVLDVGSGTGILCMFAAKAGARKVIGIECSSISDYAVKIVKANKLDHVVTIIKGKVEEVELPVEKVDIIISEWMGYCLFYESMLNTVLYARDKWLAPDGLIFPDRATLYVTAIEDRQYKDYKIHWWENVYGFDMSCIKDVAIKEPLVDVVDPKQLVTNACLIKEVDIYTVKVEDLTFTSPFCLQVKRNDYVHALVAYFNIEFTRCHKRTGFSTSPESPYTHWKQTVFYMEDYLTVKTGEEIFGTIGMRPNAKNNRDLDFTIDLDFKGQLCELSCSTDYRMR
SIAE primary = human SIAE inhibitors, primary screen, biochemical, fluorescence polarization, FP-Rh probe, 1536-well HTS. inhibition, % at 9.66 µM. AID 1053197, 2014. hit rate 0.69% among 370,000. SIAE FP-Rh probe binding. Sialate O-acetylesterase (Homo sapiens), Q9HAT2;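 active = inhibition above a cutoff: mean of compounds within the control limits plus 3 SD of those, cut at about 17% in these data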;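 also: 0% = plate median of compound wells and 100% = probe without SIAE protein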
DDE Tn7 FP inh = inhibitors of Tn7 peptide binding to fibrin DD(E), primary screen, biochemical, fluorescence polarization, human fibrin, Tn7 probe; AID 720508, 2013; hit rate 0.13% among 370,000; FP displacement of FITC-Tn7 peptide from fibrin DD(E); 0% = median of compound wells per plate; inhibition, % at 8.3 µM; Fibrinogen beta chain (Homo sapiens), P02675;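 active = inhibition above the mean of compounds falling within the control limits plus 3 SD of them, cut at about 14% in these data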;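 also: 0% = plate median of compound wells and 100% = 10 µM Aha-Tn7 peptide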
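Also added: labelled Tn7 tracer, 0.1 µM; Assay system: human fibrin DD(E) protein; Amount: 2 µM fibrin DD(E); Schedule: 10 min compound pre-incubation, 3 h probe incubation at room temperature; Repeats: one replicate per compound; Read-out basis: percent inhibition; Measured by: fluorescence polarization of the labelled Tn7 tracer.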
TCR-CD3 inh = inhibitors of human TCR-CD3 interaction, primary screen, biochemical, fluorescence, TAMRA-labeled TCR probe. inhibition, % at 9.4 µM. hit rate 0.37% among 360,000; in the data active = inhibition above about 19%;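 also: recombinant mutant TCR 2C K166C tagged with TAMRA read by polarization; 0% = receptor in buffer alone and 100% = receptor with positive control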
The depositor's hits bear a star; + = active, no number. The list is partial; count on the stated rates, not on these rows.

SMILES	TDP2 inh	KLK7 zymogen act	DDE Tn6 FP inh	MBD2 inh	LEDGF integ inh	UHRF1 MBD2 ctr	PRMT1 inh	SIAE primary	DDE Tn7 FP inh	TCR-CD3 inh
O=C1Nc2ccccc2Oc2ccccc21	4.1	-0.3	-1.9	5.5	-3.3	-0.7	-1.9	-2.0	2.8	2.8
CN1CC(C(=O)c2ccc([N+](=O)[O-])cc2)C(c2ccc(Cl)cc2)C1 (centres undefined)	-9.8	-0.8	4.0	1.5	-3.8	1.7	2.1	0.3	1.3	2.0
COC(=O)C1=C(c2cc3ccccc3o2)C[C@@H]2CC[C@H]1N2C(=O)NCc1cccc2ccccc12	2.5	-0.3	-6.6	10.4	-0.3	8.7	4.6	-18.3	5.0	-2.0
C#CC1(O)CCC2C3CCC4=C/C(=N/OCC(=O)NCC(=O)NC(C(=O)O)C(C)C)CC[C@]4(C)C3CC[C@@]21C (some centres undefined)	-7.8	0.3	-1.2	0.7	2.1	-0.6	-1.7	-0.3	-1.2	1.8
CN(C)Cc1ccccc1OC(=O)N(C)C	7.3	0.2	-6.1	5.3	2.7	-0.4	-1.9	1.2	-2.5	3.1
Cc1c2cnn(CC(=O)N3CCC4(CC3)OCCO4)c(=O)c2c(C)n1Cc1cccc(Cl)c1	11.8	0.5	-2.2	-1.1	1.4	-1.8	-1.0	3.7	-4.3	-4.4
CCOC(=O)c1c(NS(=O)(=O)c2ccccc2)n(CCCOC)c2nc3ccccc3nc12	91.2*	81.9*	2.3	8.2	20.0*	13.2	2.8	-7.5	-2.2	-6.3
C=CCn1c(O)c(C(C)=Nc2cc(OC)ccc2OC)c(=O)[nH]c1=O	7.8	0.0	-7.5	5.4	1.0	2.1	0.6	-2.0	3.9	-4.2
CCN(CCCl)Cc1ccccc1Br	6.9	0.3	2.0	-0.3	3.2	0.0	-10.9	-2.9	-2.5	5.7
COC(=O)C1CC(OC(C)=O)C(=O)[C@H]2C1(C)CC[C@H]1C(=O)OC(c3ccoc3)CC12C (some centres undefined)	-6.3	0.3	-4.4	-1.1	-1.8	0.1	2.1	1.1	-0.1	1.3
Cn1cc2c([N+](=O)[O-])cc([N+](=O)[O-])cc2n1	9.1	0.1	9.0	-15.6	-2.4	-11.2	2.8	1.1	6.8	4.6
CCC(=NCc1ccc(F)cc1)c1c(O)n(C)c(=O)n(C)c1=O	6.2	-0.1	3.9	-0.1	-1.4	0.0	2.5	-7.5	8.8	7.3
C[C@H]1CN([C@@H](C)CO)C(=O)CCCn2nncc2CO[C@@H]1CN(C)C(=O)Oc1ccccc1	-14.8	-0.1	4.7	-7.1	8.4	1.1	-4.7	-0.7	-1.2	-3.8
COc1cccc2c1C(=O)c1c(O)c3c(c(O)c1C2=O)CC(O)(C(C)=NO)CC3OC1CC(N)C(O)C(C)O1 (centres undefined)	-2.2	1.3	+	109.1*	-0.2	95.1*	145.5*	55.0*	20.8*	143.5*
C[C@@H]([C@@H](O)c1ccccc1)N(C)C(=O)Cc1ccccc1	-4.4	-0.1	1.9	-0.8	-0.2	0.8	-1.1	-1.8	5.4	2.6
CCCCn1c(O)c(C(CC)=NCc2ccc3c(c2)OCO3)c(=O)[nH]c1=O	7.5	-0.6	-5.4	-2.0	-2.9	-1.5	-1.4	0.8	-6.0	9.7
CC(=O)Nc1ccccc1C(=O)OCC(=O)c1ccc2ccccc2c1	3.4	-2.1	-0.9	-5.6	2.3	-1.2	-1.8	10.6	2.1	-3.7
O=C1NCN(c2ccccc2)C12CCN(C(c1cc3ccccc3o1)c1nnnn1-c1ccc3c(c1)OCCO3)CC2 (centres undefined)	12.1	0.1	-2.1	-0.7	-7.4	-0.4	3.8	-7.1	8.2	-0.9
O=C1NC(=O)N(c2ccc3c(c2)OCO3)C(=O)/C1=C\c1ccc(-c2ccccc2C(=O)O)o1	-2.5	2.4	-0.8	2.3	4.2	18.4	8.3	-23.9	0.5	-7.5
O=c1[nH]c(=O)n(CCc2ccc(F)cc2)c(O)c1/C=N/N1CCCCC1	-8.1	0.1	-6.6	-0.1	1.2	1.8	1.8	1.8	-3.8	5.8
CNCCc1c[nH]c2ccc(O)cc12	5.6	2.9	-0.5	4.2	-3.3	1.4	3.8	-0.5	5.4	-3.4
COc1ccc2c(c1)CC1(CN2C)C(=O)NC(=O)N(c2ccc(F)cc2)C1=O (centres undefined)	3.9	0.9	-8.2	-5.8	1.8	-5.3	6.0	10.9	-2.4	-4.1
Cc1cc(OC(=O)c2cccs2)c2c3c(c(=O)oc2c1)CCCC3	-17.0	0.0	-4.2	0.6	0.3	4.7	-4.3	1.3	-8.3	-8.1
COC(=O)CCCCC1SCC(NC(=O)c2ccccc2)C1Cl (centres undefined)	-2.4	0.1	-4.5	-0.8	8.7	-1.8	5.5	-15.5	1.2	-2.8
CN1/C(=C\C=C2C(=O)NC(=S)NC2=O)C(C)(C)c2ccccc21	-1.4	-0.1	0.7	-31.1	0.3	-51.6	-40.5	59.8*	-30.7	-2.5
CCCCn1nnnc1C(CCc1ccccc1)N1CCC2(CC1)C(=O)NCN2c1ccccc1 (centres undefined)	2.9	1.0	9.1	-2.8	2.3	7.8	-0.1	8.8	1.9	12.1
C1CNC2NCCNC2N1 (centres undefined)	9.7	0.9	0.8	-6.1	-1.1	0.2	0.7	9.7	-4.1	4.3
CC(C)CN1CCN(Cc2cccc3c2OCO3)CC1CCO (centres undefined)	-4.7	-0.3	-11.0	-3.6	-1.2	8.1	5.3	-1.1	-7.9	2.8
CCCOC(=O)c1ccc(-[n+]2c(-c3ccccc3)cc(-c3ccccc3)cc2-c2ccccc2)cc1	-7.8	0.3	-9.7	-1.1	-2.6	-1.2	0.8	-2.5	1.2	-4.7
O=C(c1cc(C(=O)NCc2ccccc2)c(=O)n(Cc2ccccc2)c1)c1cc(Cl)ccc1O	-0.2	0.2	-0.5	-8.8	-1.9	-1.8	2.4	-56.0	-1.1	2.7
Cc1c(N=Nc2c(O)n(Cc3ccccc3)c(=O)[nH]c2=O)c(=O)n(-c2ccccc2)n1C	-8.3	0.1	0.3	-11.1	-1.7	-13.2	-2.4	0.8	3.9	0.3
CCOP(=O)(OCC)C(NC(=O)c1ccccc1Cl)=C(Cl)Cl	-0.5	0.8	-4.7	4.5	-1.7	0.5	-3.4	2.0	9.5	8.0
CN(C)C(=O)Oc1ccc(-c2nnco2)cc1	3.4	0.1	-5.3	2.6	-0.9	0.4	3.6	-3.2	-3.1	-8.0
CCC(=Nc1ccc2c(c1)CCC2)c1c(O)n(-c2ccc(OC)cc2)c(=O)[nH]c1=O	2.8	0.2	4.5	-5.3	-8.8	6.2	1.3	1.8	-1.7	-10.2
CC(C)(C)n1nnnc1C(CCc1ccccc1)N1CCC2(CC1)C(=O)NCN2c1ccccc1 (centres undefined)	-3.3	0.6	4.2	-3.1	1.0	-0.7	-2.8	2.7	3.3	1.6
COc1ccc(CCn2c(O)c(C=NCCN3CCCCC3)c(=O)[nH]c2=O)cc1OC	-11.4	0.0	1.9	1.1	-4.5	-2.1	-1.9	-1.9	-0.2	3.3
C=CCN1C(=O)NC(=O)/C(=C/c2cnc(SC)nc2)C1=O	-7.1	-1.1	0.1	6.3	7.0	1.4	18.2	0.6	2.1	-5.5
Cc1cc(C(=O)OCC(=O)Nc2cccc(F)c2)c(C)n1C1CC1	3.3	0.3	1.4	-3.6	2.2	-0.6	4.3	9.8	-1.6	-2.8
CN1CC[C@]23c4c5ccc(OC6OC(C(=O)O)[C@@H](O)C(O)[C@H]6O)c4OC2C(O)C=CC3[C@H]1C5 (some centres undefined)	-0.5	0.1	-1.8	-2.9	1.9	0.1	-1.4	0.5	-3.1	-6.7
O=C1NC(=O)C(=Cc2ccc(SC3CCCCC3)o2)C(=O)N1	7.0	0.5	5.3	1.0	5.6	2.4	26.4*	-6.1	-3.5	-1.8
FC(F)(F)c1cccc(NC2=NCCCS2)c1	11.5	0.8	5.8	-4.2	2.7	0.1	-3.4	0.3	13.8*	-2.2
COC(=O)C1=C(c2ccc(F)cc2OCc2ccccc2)C[C@@H]2CC[C@H]1N2C(=O)NCc1ccc(Cl)cc1	2.9	0.7	3.0	-0.1	2.2	-0.5	1.0	-5.0	-2.1	-2.1
NNCc1cccc(O)c1	-5.2	0.8	-4.0	-5.5	2.0	-1.3	1.5	-1.2	-0.6	2.6
N#CC1C(C#N)C2CCC1C1C2N1c1ccccc1 (centres undefined)	9.9	0.0	-3.2	2.6	-0.1	-0.6	-2.3	-2.9	8.5	-0.6
Cc1nc2ccccc2c(=O)n1-c1ccc(Br)cc1[N+](=O)[O-]	-5.6	-0.3	9.3	0.7	1.8	0.3	-2.8	-2.9	0.7	6.6
CN1C(=O)/C(=C/c2ccc(N3CCCCCC3)o2)C(=O)NC1=S	-2.6	-0.1	-3.4	-23.4	0.8	-15.1	-8.1	-47.3	-3.0	-8.9
O=C(Nc1ccccc1OC(=O)N1CCOCC1)N1CCOCC1	-5.5	-0.1	-6.4	1.9	-1.0	-1.9	-3.1	-3.6	-6.8	9.2
O=S1(=O)CC2(N3CCOCC3)CCCCC21 (centres undefined)	-6.3	-0.7	2.5	2.4	1.0	-1.9	-1.8	-10.7	-3.1	6.7
O=C(c1ccc(Cl)cc1)C1CCCN(C2CCSCC2)C1 (centres undefined)	-17.1	0.2	4.8	-5.4	3.1	5.8	-2.0	-2.7	-1.8	-7.4
CC(C)NC1C2CCC(CC2)C1(O)c1ccc(Cl)c(Cl)c1 (centres undefined)	0.2	0.5	0.7	-3.8	-2.4	1.3	5.6	-2.8	4.6	2.6
COc1ccc(OC)c(-n2c(O)c(/C=C3\C=Nc4ccccc43)c(=O)[nH]c2=O)c1	-5.9	0.7	-5.2	-5.3	1.4	-2.9	0.6	2.4	0.7	6.3
